Assay outcomes from PubChem BioAssay.
Gli-Sufu antag = Gli-Sufu pathway antagonism. Sufu-KO-LIGHT fibroblasts, Gli luciferase reporter luminescence. inhibition, % at 5 µM. 0.74% of 340,000 active. AID 588413;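 active = inhibition above about 55%, limit read from the data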;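 note: 0% = DMSO-treated cells and 100% = wells with medium but no cells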
CXCR6 block = blocks human CXCR6 beta-arrestin recruitment; O00574; CHO-K1 PathHunter CXCR6 beta-arrestin, luminescence; inhibition, % at 20 µM; 0.36% of 360,000 active; AID 602244; in the data active = inhibition above about 34%, passing the limit was not always enough;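 note: antagonist mode with CXCL16 agonist at 10 nM final; 0% = 10 nM CXCL16 with DMSO and 100% = unstimulated wells without agonist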
Target sequence (O00574 whole entry, looked up): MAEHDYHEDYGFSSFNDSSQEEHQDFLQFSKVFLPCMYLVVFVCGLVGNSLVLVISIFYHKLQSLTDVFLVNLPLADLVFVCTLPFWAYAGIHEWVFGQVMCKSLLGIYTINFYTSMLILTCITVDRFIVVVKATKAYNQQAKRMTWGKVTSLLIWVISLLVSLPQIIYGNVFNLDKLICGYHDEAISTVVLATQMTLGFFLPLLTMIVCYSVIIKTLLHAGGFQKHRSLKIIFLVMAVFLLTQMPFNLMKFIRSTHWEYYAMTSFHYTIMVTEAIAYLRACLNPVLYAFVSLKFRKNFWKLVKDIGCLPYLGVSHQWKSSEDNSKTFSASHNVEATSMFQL
EBI2 antag = EBI2 (human) antagonism; P32249; EBI2 beta-arrestin recruitment, luminescence, 7a,25-OHC stimulated; inhibition, % at 5 µM; 0.81% of 360,000 active; in the data active = inhibition above about 38%;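 note: enzyme fragment complementation signal reports receptor beta-arrestin coupling in cells; 0% = agonist plus DMSO wells and 100% = wells without agonist; some results beyond the cut were filed as inactive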
697 NFkB inh = inhibitors of the PMA/ionomycin-induced NF-kB reporter in 697 B cells. 697 B-cell NF-kB luciferase reporter, 16 h. inhibition, % at 4 µM. 0.33% of 330,000 active; in the data active = inhibition above about 35%
CCR6 antag = CCR6 (human) receptor antagonism | P51684 | CHO-K1 CCR6 PathHunter beta-arrestin, luminescence, CCL20-stimulated | inhibition, % at 20 µM | 0.49% of 340,000 active;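 active = compounds whose inhibition of the agonist-driven luminescence signal at 20 µM reaches about 50%, limit read from the data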;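 note: cells stimulated with CCL20 at 14 nM final; plate controls were DMSO with CCL20 for no effect and DMSO without agonist for full effect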
APJ antag = APJ receptor antagonism | CHO-K1 APJ beta-arrestin complementation, luminescence | 0.32% of 330,000 active | inhibition, % at 20 µM | P35414;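 active = inhibition above about 40% at 20 µM, limit read from the data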;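 note: cells challenged with 10 nM apelin-13 agonist together with compound; plate controls were apelin-13 plus DMSO wells for no effect and DMSO wells lacking apelin-13 for full effect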
Target sequence (P35414 whole entry, looked up): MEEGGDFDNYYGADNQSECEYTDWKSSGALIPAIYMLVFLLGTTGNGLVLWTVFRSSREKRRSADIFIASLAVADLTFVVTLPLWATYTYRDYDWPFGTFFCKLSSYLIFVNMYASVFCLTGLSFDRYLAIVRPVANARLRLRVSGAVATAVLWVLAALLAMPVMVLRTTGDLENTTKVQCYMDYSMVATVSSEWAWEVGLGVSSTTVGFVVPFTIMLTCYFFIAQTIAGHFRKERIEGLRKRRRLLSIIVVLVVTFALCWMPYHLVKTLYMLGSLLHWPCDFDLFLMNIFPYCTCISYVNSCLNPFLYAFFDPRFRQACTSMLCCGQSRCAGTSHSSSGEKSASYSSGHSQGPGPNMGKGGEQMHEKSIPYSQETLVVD
UBC13 polyUb = inhibitors of human UBC13 polyubiquitin chain formation. P61088. TR-FRET. inhibition, % at 20 µM. 0.47% of 330,000 active. AID 485273; in the data active = inhibition above about 45%, passing the limit was not always enough
Target sequence (P61088 whole entry, looked up): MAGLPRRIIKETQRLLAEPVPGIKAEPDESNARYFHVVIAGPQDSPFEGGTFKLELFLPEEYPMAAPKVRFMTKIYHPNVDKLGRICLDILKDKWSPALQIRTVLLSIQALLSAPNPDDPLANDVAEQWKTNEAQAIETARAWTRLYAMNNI
Jurkat NFkB inh = inhibitors of the PMA/ionomycin-induced NF-kB reporter in Jurkat cells | PMA/ionomycin-induced NF-kB luciferase reporter, luminescence | inhibition, % at 4 µM | 0.53% of 330,000 active | AID 435003; in the data active = inhibition above about 50%
An asterisk follows results filed as active. Rows are unselected, and some 3% of all compounds hit somewhere here.

`O=C(Nc1ccc(N2CCOCC2)cc1)c1ccc(COc2ccccc2)cc1` gave Gli-Sufu antag -5.2, CXCR6 block 1.3, EBI2 antag -3.6, 697 NFkB inh -30.9, CCR6 antag 12.2, APJ antag 4.2, UBC13 polyUb -4.9 and Jurkat NFkB inh 5.0.
Screening COC(=O)c1sc2ccccc2c1NC(=O)c1ccc(S(=O)(=O)N2CCCC(C)C2)cc1 (stereo unspecified) returned Gli-Sufu antag -1.3, CXCR6 block 13.5, EBI2 antag 17.8, 697 NFkB inh 1.1, CCR6 antag 7.4, APJ antag -10.7, UBC13 polyUb 13.0 and Jurkat NFkB inh -0.7.
`Cc1cccc(NC(=O)C(=O)NCc2ccccn2)c1` gave Gli-Sufu antag -76.4, CXCR6 block -2.3, EBI2 antag -9.8, 697 NFkB inh -33.7, CCR6 antag -7.1, APJ antag 18.2, UBC13 polyUb 4.8 and Jurkat NFkB inh -27.4.
COc1ccc2[nH]c3c(=O)n(CCN4CCOCC4)cnc3c2c1 was read as Gli-Sufu antag -0.5, CXCR6 block 11.1, EBI2 antag -5.1, 697 NFkB inh 12.4, CCR6 antag 6.5, APJ antag -8.4, UBC13 polyUb 21.4 and Jurkat NFkB inh 0.4.
For CC(=O)Nc1ccc(C2=CC(=O)CC(C)(C)C2)cc1 the results were Gli-Sufu antag -25.0, CXCR6 block -1.7, EBI2 antag 3.1, 697 NFkB inh -6.8, CCR6 antag -6.8, APJ antag 3.2, UBC13 polyUb -7.7 and Jurkat NFkB inh -18.4.
For CCOC(=O)c1cc(C(=O)OCC)cc(-n2c(C)cc(C(=O)CN3CCOCC3)c2C)c1 the results were Gli-Sufu antag -3.9, CXCR6 block -7.2, EBI2 antag -9.2, 697 NFkB inh -12.7, CCR6 antag 4.0, APJ antag 5.7, UBC13 polyUb 0.1 and Jurkat NFkB inh 2.7.
For Cc1ccc2[nH]c3c(c2c1)CN(C(C)C)CC3 the results were Gli-Sufu antag 24.9, CXCR6 block -1.3, EBI2 antag 0.3, 697 NFkB inh 7.6, CCR6 antag -0.2, APJ antag -11.0, UBC13 polyUb 7.9 and Jurkat NFkB inh -15.1.
Screening CCCCCc1c(O)nc(SCCN(CC)CC)[nH]c1=O returned Gli-Sufu antag -1.1, CXCR6 block 1.2, EBI2 antag -6.0, 697 NFkB inh 15.1, CCR6 antag 3.7, APJ antag 19.7, UBC13 polyUb 2.3 and Jurkat NFkB inh -10.5.
Screening C[C@H](CO)N1C[C@H](C)[C@@H](CN(C)Cc2ccc(-c3ccccc3)cc2)Oc2c(NC(=O)Nc3ccc(C(F)(F)F)cc3)cccc2C1=O returned Gli-Sufu antag 12.3, CXCR6 block -10.0, EBI2 antag 3.4, 697 NFkB inh 5.8, CCR6 antag -5.1, APJ antag -6.9, UBC13 polyUb -8.3 and Jurkat NFkB inh 1.2.
Screening Cc1ccc(-c2cc(-c3ccc(F)cc3)nc(N)c2C#N)o1 returned Gli-Sufu antag -17.0, CXCR6 block -9.7, EBI2 antag 8.3, 697 NFkB inh -16.0, CCR6 antag -0.2, APJ antag -1.4, UBC13 polyUb -9.8 and Jurkat NFkB inh -3.1.
For Cn1nc(CC(=O)Nc2ncc(Br)s2)c2ccccc2c1=O the results were Gli-Sufu antag 35.5, CXCR6 block -0.8, EBI2 antag 5.7, 697 NFkB inh -93.3, CCR6 antag 19.2, APJ antag -15.7, UBC13 polyUb -2.6 and Jurkat NFkB inh 14.0.
CC(C)Oc1ccccc1C1CC(=O)Nc2c1c(=O)n(C)c(=O)n2C (stereo unspecified) was read as 697 NFkB inh 19.5, APJ antag -8.4, UBC13 polyUb -7.9 and Jurkat NFkB inh 2.7.
For CC(C)n1c(=O)n(CC(=O)NCC2CCCO2)c(=O)c2c3c(sc21)COC(C)(C)C3 (stereo unspecified) the results were Gli-Sufu antag 1.5, CXCR6 block -2.0, EBI2 antag -4.2, 697 NFkB inh 10.7, CCR6 antag 1.9, APJ antag -1.6, UBC13 polyUb 2.2 and Jurkat NFkB inh -18.7.
Screening CCN(c1ccccc1)S(=O)(=O)c1ccc(C(=O)NCC(=O)Nc2ccc(F)c(F)c2F)cc1 returned Gli-Sufu antag 39.8, CXCR6 block 3.9, EBI2 antag 25.0, 697 NFkB inh 10.9, CCR6 antag 16.4, APJ antag -3.3, UBC13 polyUb 20.6 and Jurkat NFkB inh 18.8.
Nc1nnnn1/N=C/c1ccc(Cl)cc1 was read as Gli-Sufu antag 8.4, CXCR6 block -3.1, EBI2 antag -3.2, 697 NFkB inh 1.4, CCR6 antag 1.7, APJ antag 1.9, UBC13 polyUb 0.3 and Jurkat NFkB inh 3.3.
For CC(C)C(Cl)=NOC(=O)Nc1ccc(S(N)(=O)=O)cc1 the results were Gli-Sufu antag 17.1, CXCR6 block -7.4, EBI2 antag -19.8 and CCR6 antag 39.2.
O=C(c1ccccn1)c1ccc2ccccc2n1 was read as Gli-Sufu antag -3.7, CXCR6 block -1.1, EBI2 antag 7.8, 697 NFkB inh 1.8, CCR6 antag -3.2, APJ antag 15.7, UBC13 polyUb -6.3 and Jurkat NFkB inh 2.3.
C=C(C)Cn1c(N2CCN(CC)CC2)nc2c1c(=O)[nH]c(=O)n2C was read as Gli-Sufu antag 6.0, CXCR6 block 6.1, EBI2 antag -3.6, 697 NFkB inh 24.5, CCR6 antag 1.0, APJ antag 13.1, UBC13 polyUb 9.3 and Jurkat NFkB inh 9.4.
For CC(C)CNS(=O)(=O)c1cc(C(=O)O)c(Cl)cc1Cl the results were Gli-Sufu antag 4.6, CXCR6 block -1.8, EBI2 antag -5.2, 697 NFkB inh -2.5, CCR6 antag 0.2, APJ antag 1.2, UBC13 polyUb -10.9 and Jurkat NFkB inh -10.3.
COc1cc2c(cc1OC)C(CC#N)=NC(C)(C)C2 was read as Gli-Sufu antag 0.0, CXCR6 block -3.9, EBI2 antag 18.8, 697 NFkB inh 1.6, CCR6 antag -4.6, APJ antag 0.9, UBC13 polyUb 7.8 and Jurkat NFkB inh -4.7.
For COc1ccc2ccc(Oc3ncccn3)cc2c1 the results were Gli-Sufu antag -17.6, CXCR6 block -1.1, EBI2 antag -10.5, 697 NFkB inh -19.8, CCR6 antag -3.8, APJ antag 0.2, UBC13 polyUb 0.3 and Jurkat NFkB inh -11.7.
`CCn1c(COc2ccc(C)cc2)nnc1SCC(=O)Nc1cc(OC)ccc1OC` gave Gli-Sufu antag 14.2, CXCR6 block -2.0, EBI2 antag 6.2, 697 NFkB inh 4.7, CCR6 antag 4.5, APJ antag -16.2, UBC13 polyUb -1.3 and Jurkat NFkB inh -24.5.
`Cc1ccc(N(CC(=O)NC2CCCCC2)S(=O)(=O)c2c(C)nn(C)c2C)cc1` gave Gli-Sufu antag 1.7, CXCR6 block -8.2, EBI2 antag 0.6, 697 NFkB inh 15.1, CCR6 antag 7.4, APJ antag 21.8, UBC13 polyUb 1.6 and Jurkat NFkB inh -4.3.
`O=C(C/C=N/OCc1c(Cl)cccc1Cl)c1ccccc1` gave Gli-Sufu antag 4.2, CXCR6 block 7.8, EBI2 antag 7.7, 697 NFkB inh -7.2, CCR6 antag 4.3, APJ antag -8.3, UBC13 polyUb 1.2 and Jurkat NFkB inh -24.1.
CC(=O)NCC(=O)N1CCCC(C(=O)c2ccc(-c3ccccc3)c(F)c2)C1 (stereo unspecified) was read as Gli-Sufu antag 3.4, CXCR6 block 2.6, EBI2 antag -12.4, 697 NFkB inh 6.8, CCR6 antag -7.0, APJ antag 17.7, UBC13 polyUb -15.1 and Jurkat NFkB inh 6.8.
Screening Cc1ccc2nc(SCC(=O)Nc3c(F)cccc3F)[nH]c2c1 returned Gli-Sufu antag -4.3, CXCR6 block -4.6, EBI2 antag 12.1, 697 NFkB inh 18.1, CCR6 antag 3.9, APJ antag 12.8, UBC13 polyUb 2.4 and Jurkat NFkB inh 9.0.
`CCOc1ccc(S(=O)(=O)NCCC(=O)N2CCCN(C)CC2)cc1` gave Gli-Sufu antag -9.8, CXCR6 block 2.7, EBI2 antag 5.0, 697 NFkB inh -14.1, CCR6 antag 1.9, APJ antag -9.5, UBC13 polyUb -5.2 and Jurkat NFkB inh -4.8.
CC(=O)c1ccc(S(=O)(=O)Nc2ccc(C(=O)N(C)CC(=O)Nc3cccc(C)c3C)cc2)cc1 was read as Gli-Sufu antag -3.9, CXCR6 block -1.1, EBI2 antag -3.2, 697 NFkB inh 7.4, CCR6 antag 4.5, APJ antag -4.7, UBC13 polyUb -16.0 and Jurkat NFkB inh -8.7.
CCn1c(SCC(=O)N2CCCCCC2)nc2c(c1=O)SCC2 was read as Gli-Sufu antag -6.1, CXCR6 block -4.9, EBI2 antag -7.3, 697 NFkB inh 6.3, CCR6 antag 5.9, APJ antag 1.1, UBC13 polyUb -1.6 and Jurkat NFkB inh 14.8.
Screening COc1ccc(Nc2oc(-c3ccc(F)cc3)nc2C#N)cc1 returned Gli-Sufu antag -86.0, CXCR6 block 2.9, EBI2 antag 6.4, 697 NFkB inh -77.9, CCR6 antag -0.7, APJ antag -0.4, UBC13 polyUb 2.9 and Jurkat NFkB inh 8.9.

Retrieved by structure from the list above (3):
O=C(c1ccccn1)c1ccc2ccccc2n1 was read as Gli-Sufu antag -3.7, CXCR6 block -1.1, EBI2 antag 7.8, 697 NFkB inh 1.8, CCR6 antag -3.2, APJ antag 15.7, UBC13 polyUb -6.3 and Jurkat NFkB inh 2.3.
`CCOc1ccc(S(=O)(=O)NCCC(=O)N2CCCN(C)CC2)cc1` gave Gli-Sufu antag -9.8, CXCR6 block 2.7, EBI2 antag 5.0, 697 NFkB inh -14.1, CCR6 antag 1.9, APJ antag -9.5, UBC13 polyUb -5.2 and Jurkat NFkB inh -4.8.
For CC(C)CNS(=O)(=O)c1cc(C(=O)O)c(Cl)cc1Cl the results were Gli-Sufu antag 4.6, CXCR6 block -1.8, EBI2 antag -5.2, 697 NFkB inh -2.5, CCR6 antag 0.2, APJ antag 1.2, UBC13 polyUb -10.9 and Jurkat NFkB inh -10.3.

Carrying on:
For O=C(COC(=O)COc1ccccc1[N+](=O)[O-])NC1CCCC1 the results were Gli-Sufu antag 5.7, CXCR6 block 4.2, EBI2 antag -12.0, 697 NFkB inh -20.8, CCR6 antag 6.3, APJ antag 12.1, UBC13 polyUb 1.7 and Jurkat NFkB inh -0.2.
CCOc1ccc(S(=O)(=O)n2ccnc2)c2ccccc12 was read as Gli-Sufu antag -2.2, CXCR6 block 6.7, EBI2 antag -2.5, 697 NFkB inh 8.2, CCR6 antag 2.8, APJ antag 11.8, UBC13 polyUb -0.6 and Jurkat NFkB inh -2.3.
O=C(CCCC(=O)N(CC(=O)NC1CCCC1)Cc1ccc(F)cc1)Nc1ccccn1 was read as Gli-Sufu antag 9.5, CXCR6 block -4.2, EBI2 antag -2.1, 697 NFkB inh -5.7, CCR6 antag 7.2, APJ antag -3.6, UBC13 polyUb -6.0 and Jurkat NFkB inh -6.0.
S=C(N/N=C/c1ccc2c(c1)OCO2)NC1CC2CCC1C2 (stereo unspecified) was read as Gli-Sufu antag -2.3, CXCR6 block 3.1, EBI2 antag 31.4, 697 NFkB inh -67.2, CCR6 antag 19.1, APJ antag 10.3, UBC13 polyUb 0.3 and Jurkat NFkB inh -13.9.
CNc1c2cccc(C)c2nc2c(C(=O)NCCN(C)C)cccc12 was read as Gli-Sufu antag 21.1, CXCR6 block 0.5, EBI2 antag -2.1 and CCR6 antag 9.2.
Cc1ccc(N(C(=O)c2csnn2)C(C(=O)NC2CCCCC2)c2ccccn2)cc1 (stereo unspecified) was read as Gli-Sufu antag 8.8, CXCR6 block 5.5, EBI2 antag -2.8, 697 NFkB inh 10.3, CCR6 antag 6.0, APJ antag 10.0, UBC13 polyUb 7.2 and Jurkat NFkB inh -2.1.
Screening CCOC(=O)c1ccc(S(=O)(=O)N2CCC(C(=O)NCC3CCCCC3)CC2)cc1 returned Gli-Sufu antag -3.1, CXCR6 block -0.3, EBI2 antag -4.6, 697 NFkB inh 21.2, CCR6 antag 10.8, APJ antag 13.3, UBC13 polyUb 3.3 and Jurkat NFkB inh 10.5.
For CCC1(CCC(C)C)SC(N)=NC1=O (stereo unspecified) the results were Gli-Sufu antag 7.2, CXCR6 block -2.9, EBI2 antag -1.7 and CCR6 antag 2.6.
